Source: PubChem (National Center for Advancing Translational Sciences (NCATS))
BLM inh: blocks DNA unwinding by human BLM helicase | P54132 | recombinant BLM DNA unwinding, fluorescence dequenching | Potency, µM (doses to about 56.1 µM), for inactives: top-dose activity change, negative = inhibition, hits mostly inhibitors | 0.2% of 350,000 active | AID 2528;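 further: plate controls were vehicle for no effect and no enzyme for full effect; nearly all actives have a fitted effect of over 35% in size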
Target sequence (P54132 whole entry, looked up): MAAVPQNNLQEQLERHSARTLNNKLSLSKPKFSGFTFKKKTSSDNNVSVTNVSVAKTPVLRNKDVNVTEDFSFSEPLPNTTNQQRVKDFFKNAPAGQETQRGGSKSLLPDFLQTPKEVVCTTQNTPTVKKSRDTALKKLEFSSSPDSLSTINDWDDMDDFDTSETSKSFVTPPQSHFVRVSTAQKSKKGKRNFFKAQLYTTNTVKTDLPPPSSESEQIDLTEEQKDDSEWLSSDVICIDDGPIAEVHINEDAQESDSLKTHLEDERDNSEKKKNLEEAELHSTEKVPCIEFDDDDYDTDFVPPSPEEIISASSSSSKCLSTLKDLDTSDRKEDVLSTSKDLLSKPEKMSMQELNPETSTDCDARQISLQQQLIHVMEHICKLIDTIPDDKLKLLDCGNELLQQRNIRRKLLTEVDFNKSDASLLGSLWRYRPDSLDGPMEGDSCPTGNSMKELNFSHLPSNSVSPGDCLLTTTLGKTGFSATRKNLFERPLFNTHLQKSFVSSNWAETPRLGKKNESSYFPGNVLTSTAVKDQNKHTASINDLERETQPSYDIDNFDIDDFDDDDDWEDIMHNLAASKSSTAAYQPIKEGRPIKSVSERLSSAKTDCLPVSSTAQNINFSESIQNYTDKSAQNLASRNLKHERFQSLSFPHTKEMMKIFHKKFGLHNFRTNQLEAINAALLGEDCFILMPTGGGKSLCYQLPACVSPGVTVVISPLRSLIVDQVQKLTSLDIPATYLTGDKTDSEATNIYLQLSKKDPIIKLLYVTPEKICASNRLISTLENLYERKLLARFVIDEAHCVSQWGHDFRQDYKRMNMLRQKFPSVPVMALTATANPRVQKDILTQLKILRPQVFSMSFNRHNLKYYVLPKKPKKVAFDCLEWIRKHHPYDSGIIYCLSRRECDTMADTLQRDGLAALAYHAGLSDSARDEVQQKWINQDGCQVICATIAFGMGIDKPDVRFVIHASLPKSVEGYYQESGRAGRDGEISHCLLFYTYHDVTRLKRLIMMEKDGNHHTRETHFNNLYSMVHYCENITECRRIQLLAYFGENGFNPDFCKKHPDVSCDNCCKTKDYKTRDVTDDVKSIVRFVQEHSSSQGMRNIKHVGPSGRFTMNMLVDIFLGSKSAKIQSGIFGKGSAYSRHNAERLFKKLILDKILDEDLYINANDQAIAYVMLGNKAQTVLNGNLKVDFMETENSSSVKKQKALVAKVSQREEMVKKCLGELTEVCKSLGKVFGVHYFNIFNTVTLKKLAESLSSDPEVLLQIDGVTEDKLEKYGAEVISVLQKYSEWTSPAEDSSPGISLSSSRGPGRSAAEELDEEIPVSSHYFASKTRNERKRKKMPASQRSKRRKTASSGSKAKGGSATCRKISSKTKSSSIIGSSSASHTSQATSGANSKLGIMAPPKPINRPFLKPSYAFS
Pol beta inh: DNA polymerase beta (human) inhibition. Potency, µM (titrated, usually from 114 µM), for inactives: at the highest dose activity change, negative = inhibition, usual class: inhibitors. P06746. Pol beta primer extension/strand displacement, fluorescence kinetic. 1.3% of 340,000 active; further: on the % scale 0 is the no-effect control and ±100 the full control effect
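Kinetic readout of DNA synthesis with strand displacement by Pol beta. Compound and 10 nM enzyme sit 15 min at room temperature; 50 nM substrate starts the reaction, read immediately and at 10 min.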
POLK inh: inhibitors of human DNA polymerase kappa. Q9UBT6. Potency, µM (highest dose often 107 µM), inactives show at the highest dose activity, negative = inhibition, usual class: inhibitors. purified Pol kappa, fluorescent DNA synthesis assay, 10 min. 0.53% of 400,000 active; further: on the % scale 0 is the no-effect control and ±100 the full control effect
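Enzyme at 10 nM met test compounds for 15 min at room temperature. Substrate addition (50 nM final) began the reaction, which was monitored by fluorescence at 0 and 10 min.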
APEX1 inh: blocks human APE1 abasic DNA cleavage | P27695 | AID 2517 | recombinant APE1, TAMRA/BHQ-2 abasic DNA cleavage fluorescence | Potency, µM (series often up to 65.8 µM), inactives show at the top dose activity change, negative = inhibition, actives largely listed as inhibitors | 0.35% of 350,000 active;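 further: plate controls were vehicle for no effect and reference inhibitor for full effect; nearly all actives have a fitted effect of over 55% in size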
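Enzyme (0.75 nM final) and test compound are incubated 15 min at room temperature before adding 50 nM quenched THF abasic-site duplex. Cleavage dequenches TAMRA, followed at 525/598 nm over three reads one minute apart.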
BAZ2B block: inhibitors of human BAZ2B bromodomain; Q9UIF8; AlphaScreen BAZ2B-H3K14Ac peptide displacement; Potency, µM (titrated, usually from 114 µM), without a hit: at the top dose activity change, negative = inhibition, hits mostly inhibitors; 4.4% of 360,000 active; further: on the % scale 0 is the no-effect control and ±100 the full control effect; nearly all actives have a fitted effect of over 60% in size
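Multi-concentration screen (max 110 uM) measuring displacement of acetylated histone H3 peptide from BAZ2B by AlphaScreen, using 50 nM protein, 50 nM peptide and 10 ug/mL streptavidin donor plus Ni-chelate acceptor beads.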
G9a inh: blocks human histone lysine methyltransferase G9a; 8.8% of 350,000 active; G9a H3K9 monomethylation, AlphaScreen, 2 h; Potency, µM (titrated, usually from 102 µM), for the others: at the highest dose activity, negative = inhibition, most hits filed as inhibitors; further: on the % scale 0 is the no-effect control and ±100 the full control effect; nearly all actives have a fitted effect of over 75% in size
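Quantitative HTS format: methyltransferase activity on a biotin-tagged H3K9 peptide is measured by AlphaScreen, using a rabbit anti-monomethyl-H3K9 antibody with streptavidin donor and anti-IgG acceptor beads. Final levels are 20 nM enzyme, 500 nM peptide, 20 uM SAM; 2 h RT.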
POLI inh: inhibitors of human DNA polymerase iota | 1% of 390,000 active | AID 588590 | Potency, µM (doses to about 115 µM), for the others: at the highest dose activity, negative = inhibition, actives largely listed as inhibitors | Pol iota fluorescent replication assay, 10 min | Q9UNA4
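Pol iota at 10 nM preincubated 15 min with compounds at room temperature; reaction started with fluorescent substrate, 50 nM final. Fluorescence read kinetically at 0 and 10 min; buffer-only wells as negative control.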
Pol eta inh: blocks human DNA polymerase eta activity. recombinant Pol eta, fluorescent DNA replication assay. 1.2% of 390,000 active. Q9Y253. Potency, µM (series often up to 114 µM), for the others: at the top dose activity change, negative = inhibition, usual class: inhibitors; further: on the % scale 0 is the no-effect control and ±100 the full control effect
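Pol eta (10 nM) was preincubated with compounds for 15 min at room temperature, after which fluorescent replication substrate (50 nM final) was added to start the reaction. Fluorescence was read kinetically at 0 and 10 min.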
Apoferritin bind: binds horse apoferritin like a general anesthetic. P02791. apoferritin/1-aminoanthracene competitive binding, fluorescence. Potency, µM (doses to about 77.5 µM), without a hit: at the top dose activity change, negative = displacement, most hits filed as inhibitors. 0.074% of 350,000 active; further: on the % scale 0 is the no-effect control and ±100 the full control effect; nearly all actives have a fitted effect of over 20% in size
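Apoferritin-based anesthetic binding model; compound displacement of fluorescent 1-AMA measured as endpoint fluorescence after 10 minutes at room temperature, scaled to free-ligand and complex controls.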
Active calls of the source: *; ? = inconclusive; nt = no result given; & = joins results of further samples; [ ] = remark or other dose. The call rests on the fitted dose curve; in most records, active means well fitted curve in the direction sought with a large enough effect; inconclusive means small, poorly fitted or top-dose-only effect, or another doubt; inactive means no such curve, though single readings can be large; an effect the other way counts as inactive or inconclusive. Potency means the concentration at half of the fitted maximal effect. Some of the compounds tested. The share of hits here may be higher or lower than overall.

SMILES	BLM inh	Pol beta inh	POLK inh	APEX1 inh	BAZ2B block	G9a inh	POLI inh	Pol eta inh	Apoferritin bind
CC(C)CN(C(=O)COC(=O)/C=C/c1ccc(Cl)c(Cl)c1)c1c(N)n(Cc2ccccc2)c(=O)[nH]c1=O	nt	nt	-12%	8%	12%	-3%	23%	-12%	nt
Cc1ccc(C)c(Nc2cc(C(=O)NCc3cccnc3)c3ccccc3n2)c1	-8%	-12%	-11%	-1%	-4%	10%	42%[activator]	-24%	-10%
CN1CC2([N+](=O)[O-])CC=C(OCCO)C([N+](=O)[O-])(C1)C2 (stereo not drawn)	-3%	106%	-18%	5%	-6%	-6%[59 µM]	9%	-8%	-10%
CCC(C)c1ccccc1NC(=S)Nc1cccnc1 (stereo not drawn)	-2%	-1%	-5%	2%	-2%	10%	-3%	-15%	-6%
Cn1c(=O)c2c(nc(N/N=C/c3cccs3)n2Cc2ccccc2)n(C)c1=O	1%	20%	-19%	1%	-4%	-4%[59 µM]	25%	-17%	-13%
N#Cc1nc(COc2ccc(Cl)cc2)oc1N1CCCCCC1	-13%	-8%	-8%	-5%	11µM*	?	20%	-16%	51%[activator]
O=C(C1CCC(Cn2c(=S)[nH]c3ccccc3c2=O)CC1)N1CCOCC1 (stereo not drawn)	1%	33%	-3%	-1%	-7%	?	18%	-11%	-11%
Cc1cc(-c2nn(-c3ccccc3F)cc2CN2CCCC(O)C2)c(C)s1 (stereo not drawn)	-2%	23%	-3%	3%	-23%	3%	-4%	-11%	-13%
COc1cc(C(C#N)N2CCC(c3ccccc3)=N2)ccc1O (stereo not drawn)	-1%	-21%	8%	-5%	-1%	10µM*	97%[activator]	-27%	9%
O=C(NCc1ccc2c(c1)OCO2)C1CC(=O)N(c2ccc(Cl)cc2)C1 (stereo not drawn)	0%	17%	-9%	26%[12.4 µM]	4%	15%[59 µM]	26%	-13%	-6%
CCOC(=O)COn1c(=O)c(=O)n(OC)c2ccccc21	-8%	-1%	-21%	?	12%	-2%[12.7 µM]	10%	12%	-7%
CCCn1nc(C(=O)N2CCN(c3ccccn3)CC2)c2ccccc2c1=O	nt	nt	-1%	29%	nt	nt	12%	-21%	nt
CCOc1ccc(OCC)c(NC(=O)CSc2nnc(Cn3cnc4ccccc43)n2C)c1	-6%	11%	-5%	-6%	3%	24%[59 µM]	?	-3%	-9%
O=C(NCc1ccco1)c1ccccc1-c1nc(-c2ccccc2)no1	-2%	2%	-17%	-3%	56µM*	-6%	-5%	-5%	-22%
CSCCC(NC(=O)c1ccc([N+](=O)[O-])cc1Cl)C(=O)OCC(=O)NC1CCCC(C)C1C (stereo not drawn)	-10%	18%	-8%	-1%	?	17%[59 µM]	17%	-11%	?
COc1ccc(NS(=O)(=O)c2cc(NC(=O)Cc3c(F)cccc3Cl)ccc2OC)cc1	nt	nt	-22%	-20%	12%	-11%[59 µM]	-1%	-12%	nt
COc1ccc(N(CC(=O)Nc2cccc(C)c2)S(=O)(=O)c2ccc(C)cc2)cc1OC	-2%	23%	-12%	13%	-11%	24%	-5%	-7%	-6%
Cc1ccccc1CN1C(=O)/C(=C\c2ccc(C(=O)NCCN3CCOCC3)cc2)Sc2ccccc21	-8%	81%[activator]	-4%	21%	-39%	-3%[59 µM]	?	-5%	-24%
CC(C)OP(=O)(OC(C)C)C(Nc1ccccc1)c1cccnc1 (stereo not drawn)	-1%	-7%	-6%	?	-6%	-33%	177%[activator]	-17%	-2%
COc1cc(OC)c(NC(=O)C(CC(C)C)N2Cc3ccccc3C2=O)cc1Cl (stereo not drawn)	-14%	15%	-14%	nt	?	?	-10%	-13%	-16%
O=C(C1=C(O)C(=O)N(CC2CCCO2)C1c1cccc(O)c1)c1ccco1 (stereo not drawn)	-2%	8%	5%	16%	-1%	45µM*	94%[activator]	-12%	-10%
CCCCN(C)C(=O)c1nc2ccccn2c1CN1CCC[C@H]1C(=O)OC	-10%	-22%	-5%	7%	-14%	10%	56%[activator]	4%	-6%
Cc1ccc2nccc(C(=O)N3CCCC(N4CCN(c5ccc(F)cc5)CC4)C3)c2c1 (stereo not drawn)	1%	24%	-12%	0%	-17%	?	0%	-10%	-5%
O=S1(=O)CCOC[C@H](CC2CCCCC2)N1Cc1cccc(F)c1	-4%	-6%	18%&-4%	0%	19%	nt	6%&21%	-13%	-17%
Cc1ccc2oc(C(=O)NC3CCS(=O)(=O)C3)c(C)c2c1 (stereo not drawn)	0%	-18%	-11%	18%	?	2%	8%	-4%	-14%
Nc1nc(SCC(=O)Nc2ccc(Cl)cc2C(F)(F)F)n[nH]1	0%	-15%	-7%	7%	-3%	-4%	3%	-6%	-14%
CC(=O)c1ccc(NC(=S)N2CCN(CCN3C(=O)c4cccc5cccc(c45)C3=O)CC2)cc1	-5%	0%	-7%	7%	2%	7%[59 µM]	3%	?	5%
CC(=O)N1CCc2c(sc3c2c(=O)n(-c2ccccc2)c(=O)n3Cc2cccc(C(F)(F)F)c2)C1	-19%	7%	10%	nt	1%	17%[59 µM]	17%	-16%	?
O=C1OCCC1Sc1nc2ccccc2c(=O)n1Cc1ccc(F)cc1 (stereo not drawn)	7%	25µM*	-29%	1%	-10%	-6%[59 µM]	?	?	-15%
Cc1cc(C)nc(-n2nc(C)cc2NC(=O)c2cccc(S(=O)(=O)N(C)C)c2)n1	3%	9%	9%	1%	24%	-4%	19%	-3%	-6%

Quoted at random: five compounds from above, in no set order.
SMILES	BLM inh	Pol beta inh	POLK inh	APEX1 inh	BAZ2B block	G9a inh	POLI inh	Pol eta inh	Apoferritin bind
Cc1ccc2nccc(C(=O)N3CCCC(N4CCN(c5ccc(F)cc5)CC4)C3)c2c1 (stereo not drawn)	1%	24%	-12%	0%	-17%	?	0%	-10%	-5%
CN1CC2([N+](=O)[O-])CC=C(OCCO)C([N+](=O)[O-])(C1)C2 (stereo not drawn)	-3%	106%	-18%	5%	-6%	-6%[59 µM]	9%	-8%	-10%
N#Cc1nc(COc2ccc(Cl)cc2)oc1N1CCCCCC1	-13%	-8%	-8%	-5%	11µM*	?	20%	-16%	51%[activator]
COc1ccc(NS(=O)(=O)c2cc(NC(=O)Cc3c(F)cccc3Cl)ccc2OC)cc1	nt	nt	-22%	-20%	12%	-11%[59 µM]	-1%	-12%	nt
Cc1cc(-c2nn(-c3ccccc3F)cc2CN2CCCC(O)C2)c(C)s1 (stereo not drawn)	-2%	23%	-3%	3%	-23%	3%	-4%	-11%	-13%

(more compounds)
SMILES	BLM inh	Pol beta inh	POLK inh	APEX1 inh	BAZ2B block	G9a inh	POLI inh	Pol eta inh	Apoferritin bind
Cc1nc(Cl)c2c(n1)N(CC(N)=O)C(=O)CO2	0%	39%	-9%	-3%	5%	-3%[59 µM]	-23%	-12%	3%
COC(=O)Cn1ncc2c3ccccc3n(C)c2c1=O	0%	26%	2%	-3%	8%	22%[2.33 µM]	7%	5%	-12%
Cc1cc(Cl)c(OCCOCCN2CCC(C)CC2)c(Br)c1	-1%	?	2%	-2%	?	?	18%	-12%	-11%
COc1ccc(-c2noc(CCCC(=O)NC3CCCCC3)n2)cc1OC	-6%	-17%	0%	39%[activator]	1%	16%	54%[activator]	-11%	2%
CCOC(=O)c1cnn2c(C)cc(-c3ccccc3)nc12	-1%	-13%	-8%	-1%	9%	-23%[12.7 µM]	-2%	-15%	40%[activator]
CCOC(=O)c1sc(NC(C)=O)c(C(=O)OCC)c1C	-1%	-1%	1%	0%	-4%	?	-4%	-8%	2%
FC(F)(F)c1cc(CN2CCCC3(CCNCC3)C2)cc(C(F)(F)F)c1	1%	nt	1%[60.1 µM]	6%	nt	14%[12.7 µM]	nt	nt	nt
CC1CC(C)(C)CC2(C1)NC(=O)N(CC(=O)NCCc1c[nH]c3ccccc13)C2=O (stereo not drawn)	-3%	12%[57.1 µM]	-7%	-2%	-15%	-14%	1%	-20%	0%
CC(=O)[C@H]1CCC2C3CC=C4C[C@@H](OS(=O)(=O)O)CC[C@]4(C)C3CC[C@@]21C (stereo partly drawn)	nt	15%[57.1 µM]	-18%[60.1 µM]	3%	nt	1%[59 µM]	8%[58.9 µM]	1%[57.1 µM]	nt
CN(CC1CCCO1)S(=O)(=O)c1ccc(C(=O)N2CCN(c3ccccc3)CC2)cc1 (stereo not drawn)	-12%	1%	3%	0%	4%	?	86%[activator]	-21%	-10%
Cc1ccccc1OCC(=O)OCC(=O)NCCc1ccccc1	nt	nt	3%	37%[activator]	2%	16%[12.7 µM]	-20%	-13%	nt
c1ccc(-c2ncnc3cc4n(c23)CCC4)cc1	6%	-1%	3%	2%	11%	-11%[59 µM]	5%	12%	-7%
CN(CCOc1ccc(Cl)cc1)C(=O)c1cc([N+](=O)[O-])ccc1N1CCOCC1	nt	nt	-9%	26%	-5%	?	-4%	-20%	nt
C=CCNC(=S)NNC(=O)COc1cccc(Cl)c1	0%	3%	-10%	-4%	-5%	25µM*	3%	-5%	?
COc1ccccc1NC(=O)/C(C#N)=C/c1cccnc1	-1%	50%	-4%	2%	-11%	-15%	9%	-6%	-8%
COc1ccc(C(=O)CCC(=O)NCCc2c[nH]c3ccccc23)cc1	-1%	-2%	9%	2%	-27%	6%[12.7 µM]	13%	-10%	4%
O=C1C=C(c2ccc(C(=O)O)cc2)C[C@@H](c2ccc(Cl)cc2)C1	nt	nt	-3%	1%	2%	18%[2.33 µM]	-16%	-2%	nt
CCc1ccc(NC(=O)[C@H](Cc2ccccc2)N2Cc3ccccc3C2=O)cc1	-1%	-2%	-20%	nt	-6%	-9%[59 µM]	16%	-14%	-4%
Cc1oc(-c2ccccc2F)nc1CSCC(=O)NC1CC1	-1%	-2%	10%	29%	0%	18%	15%	-20%	-4%
CCc1nc(-c2ccccc2)cc(=O)[nH]1	-1%	1%	3%	2%	0%	2%[12.7 µM]	8%	-8%	-11%
Cc1ccc(C(=O)NCc2nnc3c(C(F)(F)F)cc(Cl)cn23)o1	-5%	2%	-8%	-19%	-3%[57.1 µM]	-13%	?	-4%	-5%
